Peg3 promoter = Peg3 promoter-driven luciferase inhibitors, primary screen, cell-based, HeLa, luciferase luminescence | HeLa PEG-Prom luciferase reporter, overnight | 360,000 tested, 1.7% active | inhibition, % at 20 µM | AID 588405, 2011;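 active = inhibition of at least 50% at 20 µM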
NR2E3 ag-1 = NR2E3 agonists in two-hybrid cells, primary screen, cell-based, luminescence, CHO-S, Gal4-NCOR/VP16-NR2E3; Photoreceptor-specific nuclear receptor (Homo sapiens), Q9Y5X4; luciferase; inhibition of corepressor binding, % at 3.98 µM; 360,000 tested, 0.35% active; AID 602229, 2012;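 active = inhibition above the mean of all tested compounds plus 3 SD, cut at about 70% in these data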;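 also: 0% = DMSO with NR2E3 transfected cells and 100% = cells lacking NR2E3 construct; higher means lower luciferase signal from less NR2E3 corepressor binding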
CaV13 FRET inh = Disruptors of the CACNA1D IQ motif to Ca2+-dependent inactivation inhibitor domain association, primary screening, Förster resonance energy transfer in intact living … | AID 743397 | 340,000 tested, 0.098% active | HEK cells, CFP/YFP FRET ICDI-IQ, plate reader, 10 min; percent FRET-ratio fall versus neutral wells | inhibition, % at 12.3 µM;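 active = mean replicate inhibition of at least 30% and at least 1% of replicates passing that level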;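 also: 0% = median of the neutral control wells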
Shn3 3UTR inh = reduction of Shn3 3'UTR firefly luciferase signal, primary screen, Schnurri-3 inhibitor project, cell-based, Clone20 osteoblasts, set 2 | Clone20 osteoblast Shn3 3'UTR firefly luciferase, 24 h | inhibition, % at 12.5 µM | 360,000 tested, 0.52% active;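 active = mean inhibition of at least 75% with every replicate also reaching 75%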;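 also: 0% = median of neutral control wells and 100% = pilot-screen positive control compound; some compounds past the cut are filed as inactive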
NR2E3 ag-2 = inhibitors of NR2E3-RetCOR corepressor binding, primary screen, NR2E3 agonist project, biochemical, TR-FRET, GST-NR2E3, biotin-RetCOR; Photoreceptor-specific nuclear receptor (Homo sapiens), Q9Y5X4; 1536-well; inhibition of corepressor binding, % at 4.78 µM; 320,000 tested, 0.12% active; AID 2300, 2010;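 active = percent inhibition above the cutoff of mean plus 3 SD of all tested compounds, set per screening campaign, cut at about 20% in these data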;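 also: 0% = DMSO wells and 100% = biotin wells as full block of FRET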
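Material – GST-tagged NR2E3 plus biotinylated RetCOR corepressor · Quantity – NR2E3 fusion 1.35 nM · Times – 5 h incubation at 4 °C · Medium – pH 7.5 Tris-based buffer · Technique – TR-FRET, Eu(K)-anti-GST donor, streptavidin-D2 acceptor, ex 340, em 617/671 nm · Benchmarks – high control biotin, low control 0.6% DMSO · Format – 1536-well plates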
PDI inh = inhibitors of human PDI, primary screen, biochemical, turbidity, single point, plate reader | Protein disulfide-isomerase (Homo sapiens), P07237 | PDI insulin aggregation turbidity, A650, 90 min | inhibition, % at 10 µM | 350,000 tested, 0.052% active | AID 588391, 2011;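 active = mean inhibition across replicates of 30% or more, whatever share of single replicates reach that level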;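 also: absorbance from insulin aggregation driven by PDI reduction with DTT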
Target sequence (P07237 whole entry, looked up): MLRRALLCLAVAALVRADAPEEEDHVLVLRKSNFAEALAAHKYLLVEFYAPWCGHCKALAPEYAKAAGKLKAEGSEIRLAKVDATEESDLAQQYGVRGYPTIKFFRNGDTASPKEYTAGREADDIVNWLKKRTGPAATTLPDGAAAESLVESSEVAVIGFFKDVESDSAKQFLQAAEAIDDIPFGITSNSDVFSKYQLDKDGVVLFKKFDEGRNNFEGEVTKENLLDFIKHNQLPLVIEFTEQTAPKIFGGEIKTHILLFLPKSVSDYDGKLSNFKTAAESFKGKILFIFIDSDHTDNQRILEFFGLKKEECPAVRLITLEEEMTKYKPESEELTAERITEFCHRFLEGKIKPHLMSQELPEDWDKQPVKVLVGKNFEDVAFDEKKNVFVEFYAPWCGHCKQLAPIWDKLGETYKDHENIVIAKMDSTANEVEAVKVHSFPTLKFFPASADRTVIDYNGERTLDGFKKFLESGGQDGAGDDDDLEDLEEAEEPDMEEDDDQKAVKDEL
hiPSC survival = enhancers of single-cell hiPSC survival, primary screen, ATPlite luminescence; 360,000 tested, 0.044% active; survival enhancement, % at 20 µM; 100% = ROCK inhibitor wells, 0% = DMSO; AID 602274, 2012; in the data active = survival enhancement above about 18%;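 also: cells exposed to compounds for 16 hours before the ATP read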
HIF-2a inh = HIF-2a reporter inhibitors, primary screen, luminescence, 786-0 RCC cells; AID 624352, 2012; inhibition, % at 18.8 µM; 786-0 RCC cells HIF-2a reporter, luciferase luminescence, overnight; 360,000 tested, 0.72% active;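 active = inhibition of the luminescence signal of 40% or more relative to plate controls, in a single-dose primary screen at 18.75 µM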
H9c2 protect = cardioprotection against H2O2-induced cell death, primary screen, uHTS, H9c2 cells, ATPLite luminescence. H9c2 cardiomyocytes, H2O2 injury protection, 2 h. 360,000 tested, 0.63% active. protection from H2O2 cell death, % at 20 µM;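 active = compounds giving at least 50% protection of heart cells from peroxide-induced death in the single-dose screen, raw or plate-pattern-corrected value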;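 also: 0% = DMSO wells with peroxide and 100% = DMSO wells without peroxide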
m5-HT2A agonist = mouse Htr2a agonists via beta-arrestin recruitment, primary screen, cell-based, luminescence; CHO-K1 mHTR2A beta-arrestin complementation; percent of 30 µM serotonin response; activation, % at 7.6 µM; 360,000 tested, 0.66% active; AID 624169, 2012;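 active = activation above a run cutoff, the mean activation of all tested compounds plus 3 SD, cut at about 14% in these data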;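 also: 0% = plate median of compound wells and 100% = 30 µM serotonin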
Target sequence (P35363 whole entry, looked up): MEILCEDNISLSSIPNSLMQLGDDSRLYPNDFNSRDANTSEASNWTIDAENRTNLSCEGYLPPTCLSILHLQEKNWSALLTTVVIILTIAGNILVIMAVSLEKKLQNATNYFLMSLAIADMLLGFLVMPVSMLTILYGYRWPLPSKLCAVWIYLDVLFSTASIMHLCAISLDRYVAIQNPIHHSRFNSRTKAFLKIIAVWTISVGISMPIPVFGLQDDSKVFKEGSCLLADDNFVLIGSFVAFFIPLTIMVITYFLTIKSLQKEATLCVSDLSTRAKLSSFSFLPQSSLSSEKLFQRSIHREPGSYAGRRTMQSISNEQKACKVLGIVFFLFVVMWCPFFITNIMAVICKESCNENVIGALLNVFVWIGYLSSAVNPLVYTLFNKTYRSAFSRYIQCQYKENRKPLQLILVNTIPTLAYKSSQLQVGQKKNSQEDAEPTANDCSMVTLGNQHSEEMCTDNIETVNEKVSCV
TRPM1 prom inh = inhibitors of MITF-dependent TRPM1 promoter reporter, primary screen, cell-based, SK-MEL-5, single point, luciferase; inhibition, % at 12.5 µM; AID 488899, 2010; 330,000 tested, 0.83% active; SK-MEL-5 TRPM1 promoter luciferase, 24 h;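 active = mean inhibition across replicates of 60% or more, whatever share of single replicates reaches that level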; also: values of inactives mirror those of a sister screen read the other way
* marks the source's active call; other numbers are inactive results; x = not tested or not shown.

entry	SMILES	Peg3 promoter	NR2E3 ag-1	CaV13 FRET inh	Shn3 3UTR inh	NR2E3 ag-2	PDI inh	hiPSC survival	HIF-2a inh	H9c2 protect	m5-HT2A agonist	TRPM1 prom inh
1	CCC(C)N1CC(=O)N2C(c3ccc(OC)cc3OC)c3[nH]c4ccccc4c3C[C@H]2C1=O (stereo not given in full)	-1	-18	-1	12	-1	1	0.4	22	-3	-3	-1
2	CCSc1cnnc2ccccc12	-1	-5	-6	-5	x	-7	-0.2	12	26	4	0
3	CCOc1ccc(C(=O)NCC(=O)OCc2c(C)noc2C)cc1OCC	14	14	-7	1	-3	5	-1.0	12	3	5	-8
4	COc1ccc(CCNC(=O)c2c(C)nc3ccccn23)cc1OC	11	-1	-3	1	1	5	0.7	13	-2	2	-3
5	CCOP(=O)(OCC)C(NC(=O)Nc1ccccc1)C(N)=O (stereo not given)	36	-7	-6	-2	3	-5	0.1	12	4	0	-9
6	COc1ccc(NC(C)=O)c([N+](=O)[O-])c1[N+](=O)[O-]	16	1	-7	27	x	2	-1.5	8	8	1	11
7	Cc1ccc(-n2c(Cc3cccs3)nnc2SCC(=O)OC(C)C)cc1	17	-7	x	-7	-1	-2	0.2	5	1	-1	-11
8	COC(=O)c1sccc1NC(=O)CSc1ccccc1N	-3	-17	-4	-6	-2	-5	-0.3	-15	0	4	4
9	CCOC(=O)N1CCC2(CC1)C(C#N)=C(N)OC1=C2C(=O)CC(C)C1 (stereo not given)	-4	7	-5	-1	0	7	-3.1	27	1	6	-8
10	COc1ccc(C2=NN(C(=O)CN3CCCCC3)C(c3ccc(C)cc3)C2)cc1 (stereo not given)	-17	-20	1	7	-2	1	-0.1	-2	-7	-5	-3
11	C=CCNc1nc(Cl)ncc1F	1	15	-8	-27	1	-6	0.9	8	-6	0	2
12	CC(C)(C)N(Cc1ccccc1)C(=O)CSc1nnc(CNc2ccc(F)cc2)o1	15	-8	-4	22	3	-2	-1.3	13	-5	1	5

More records
entry	SMILES	Peg3 promoter	NR2E3 ag-1	CaV13 FRET inh	Shn3 3UTR inh	NR2E3 ag-2	PDI inh	hiPSC survival	HIF-2a inh	H9c2 protect	m5-HT2A agonist	TRPM1 prom inh
13	COC(=O)c1sc(NC(=O)Cc2cccs2)nc1C	-84	-19	-3	-27	0	-10	0.8	-95	-4	-5	-32
14	COc1cc(S(=O)(=O)Nc2ccc(Br)cc2)ccc1N	22	-24	-5	14	0	3	-0.3	8	-9	5	6
15	c1ccc(C2CC(c3cccs3)=NN2c2ccccc2)cc1 (stereo not given)	-1	2	-11	-12	6	2	0.5	-8	-7	-2	-10
16	COC(=O)CCCC1=CC2=CC(=O)C(C)(OC(=O)c3cccs3)C(=O)C2=CN1Cc1ccccc1 (stereo not given)	1	-3	-4	-3	3	-3	-2.3	2	2	3	-1
17	CCCCN1C(=O)c2ccc(C(=O)Nc3ccccc3N3CCOCC3)cc2C1=O	-2	-10	-3	12	-6	-2	0.5	12	5	4	1
18	COc1ccc(-c2csc(NC(=O)CSc3n[nH]c(N)n3)n2)cc1	-37	-5	5	-10	2	4	-0.7	-44	-6	5	-4
19	O=c1c2c([nH]c3ccccc13)CCCCC2	4	2	-16	-2	-2	0	0.1	7	-2	-1	9
20	O=S(=O)(Nc1cccnc1)c1ccc(C2CCCCC2)cc1	-1	92*	x	77	-1	-6	0.6	3	-21	2	2
21	C=C(C)C(=O)Nc1cccc(C2=NOC3(C2)C[C@@H](C(N)=O)N(C(=O)[C@H]2CCC(=O)N2)C3)c1 (stereo not given in full)	6	-18	-4	-5	-8	8	-4.7	10	5	3	4
22	Nc1ccc(C2(c3ccc(N)cc3)C(=O)Nc3ccccc32)cc1	-5	23	-10	8	4	3	2.8	16	0	2	-8
23	O=C(CSc1nnc(-c2ccccc2Br)o1)Nc1nncs1	5	-10	-4	12	1	-3	1.4	7	-6	3	-2
24	Cc1cc(C)c(NC(=S)N(Cc2cccnc2)Cc2ccco2)c(C)c1	11	7	-3	30	-2	3	0.1	17	-2	-1	10

Quoted at random: two compounds from above
entry	SMILES	Peg3 promoter	NR2E3 ag-1	CaV13 FRET inh	Shn3 3UTR inh	NR2E3 ag-2	PDI inh	hiPSC survival	HIF-2a inh	H9c2 protect	m5-HT2A agonist	TRPM1 prom inh
21	C=C(C)C(=O)Nc1cccc(C2=NOC3(C2)C[C@@H](C(N)=O)N(C(=O)[C@H]2CCC(=O)N2)C3)c1 (stereo not given in full)	6	-18	-4	-5	-8	8	-4.7	10	5	3	4
8	COC(=O)c1sccc1NC(=O)CSc1ccccc1N	-3	-17	-4	-6	-2	-5	-0.3	-15	0	4	4

(next part)
entry	SMILES	Peg3 promoter	NR2E3 ag-1	CaV13 FRET inh	Shn3 3UTR inh	NR2E3 ag-2	PDI inh	hiPSC survival	HIF-2a inh	H9c2 protect	m5-HT2A agonist	TRPM1 prom inh
25	CNC(=O)C1(c2ccccc2)CCCCC1	8	-19	-6	1	x	11	-2.0	8	2	0	x
26	CCNC(=O)N1CCCC(C(=O)c2ccc(OC)c(OC)c2)C1 (stereo not given)	3	-7	-7	-53	-5	-2	-0.5	11	3	0	-2
27	CC1CN(Cc2c(O)ccc3c2oc(=O)c2ccccc23)CC(C)O1 (stereo not given)	-34	-4	-7	-22	9	1	-0.3	-16	13	-11	-25
28	CNC[C@@H]1Oc2cc(Br)ccc2S(=O)(=O)N([C@H](C)CO)C[C@H]1C	-3	-19	-5	-13	x	-2	4.0	-7	-3	-3	x
29	COC1=C(N2CCOCC2)C(=O)c2ccccc2C1=O	3	-34	-21	-1	-2	-3	0.7	-3	-12	1	20
30	O=C(CCc1ccccc1)NC(=S)Nc1ccc2c(c1)C(=O)OC2	15	-27	-3	-42	-6	4	4.1	-7	7	6	-14
31	CN1C(=O)Cc2cc(S(=O)(=O)N3CCN(c4cccc(C(F)(F)F)c4)CC3)ccc21	-11	15	-7	-9	0	2	0.5	0	-2	1	13
32	O=C(N1CCCCC1)N1CCN(C(=O)N(c2ccccc2)c2ccccc2)CC1	6	-23	-11	21	1	5	-1.6	13	5	0	14
33	O=S(=O)(Nc1ccc(N2CCCCC2)cc1)c1ccccc1F	-9	-13	-17	12	-1	3	0.3	-47	-8	2	x
34	O=C(Cc1cccc(C(F)(F)F)c1)NCc1ccc(Cl)cc1	7	16	-3	-5	1	-3	-0.2	3	-8	-1	8
35	COCOCCn1cc(CN2CCS(=O)(=O)N(Cc3ccc(-c4ccc(Cl)cc4)cc3)C(CC(C)C)C2=O)nn1 (stereo not given)	9	-8	-9	1	x	-1	-2.4	-2	16	-5	x
36	CCCCC1C(=O)N(c2ccccc2)N(c2ccc(O)cc2)C1=O (stereo not given)	101*	-27	-6	80	0	-7	-3.1	95*	-44	8	96*

The results go on:
entry	SMILES	Peg3 promoter	NR2E3 ag-1	CaV13 FRET inh	Shn3 3UTR inh	NR2E3 ag-2	PDI inh	hiPSC survival	HIF-2a inh	H9c2 protect	m5-HT2A agonist	TRPM1 prom inh
37	O=S(=O)(Cc1nnnn1-c1ccc(Br)cc1)c1ccc(F)cc1	6	10	x	21	2	-4	-0.5	11	-2	2	12
38	Cc1ccn2c(=O)nc(SCC(=O)Nc3ccc4c(c3)OCO4)nc2c1	-8	1	-4	-6	-1	0	0.1	-29	1	-3	-3
39	N#Cc1ccccc1S(=O)(=O)N1CCN(C(=O)C2CCCCC2)CC1	8	-9	-5	8	x	1	-1.7	11	22	1	-5
40	CN(C)C(=O)C(OC(=O)c1ccc2ccccc2n1)c1ccccc1 (stereo not given)	7	-3	-5	-29	-1	-1	-0.4	23	-2	-2	-6
41	O=C(c1ccco1)N1CCN(Cc2ccc(Cl)cc2)CC1	1	-5	x	8	-1	-4	-0.7	17	-1	21*	-12
42	CCOC(=O)Nc1nn(-c2ccc(C)cc2)c(=O)c(C#N)c1C	8	-11	-1	3	-1	11	0.1	11	7	2	8
43	COc1cccc(OCCCN2CCN(S(=O)(=O)c3ccc(NC(C)=O)cc3)CC2)c1	14	10	-9	24	-2	-6	-0.9	6	-6	-7	6
44	Cc1ccc(NC(=O)CSc2nc(N)c(-c3ccccc3)c(=O)[nH]2)cc1Cl	3	-1	-4	5	-1	0	1.4	10	-9	-3	-5
45	CSc1ccc(S(=O)(=O)N2CCC(C(=O)NCc3ccccn3)CC2)cc1	3	-20	-3	7	3	4	-0.6	0	0	2	x
46	Cc1c(NC(=O)c2ccccc2NC(=O)c2ccccc2)cccc1C(=O)O	7	14	-11	-5	0	-12	-0.3	23	0	6	-3
47	Cc1cc(NC(=O)CSc2nnc(COc3ccccc3)o2)no1	11	-2	-1	-12	-1	-4	3.7	3	8	-2	-7
48	CCCc1c(C(=O)N/N=C/c2cccs2)nnn1-c1nonc1N	-43	-28	-7	-20	-3	-5	-0.6	-39	-5	2	-16
49	O=C(COc1ccc(Br)cc1)OCc1nnc(-c2ccccc2)o1	20	-8	3	-1	2	4	-1.4	6	-1	4	7
50	COCC1CCN(C(=O)C2CCC(=O)N(Cc3cccc(C(F)(F)F)c3)C2)CC1 (stereo not given)	-55	-9	-4	-23	x	-13	-0.2	-58	0	7	-21
51	CSCCC(NC(=O)c1ccc([N+](=O)[O-])cc1Cl)C(=O)OCC(=O)C12CC3CC(CC(C3)C1)C2 (stereo not given)	14	-20	-4	-3	4	1	1.0	11	-5	3	-1

From PubChem
